Screening results from PubChem.
12-LOX inh = Primary qHTS assay for inhibitors of human arachidonate 12S-lipoxygenase (ALOX12): Round 2. Potency, µM (doses to about 108 µM), without a hit: at the highest dose activity change, negative = inhibition, hits mostly inhibitors. Polyunsaturated fatty acid lipoxygenase ALOX12 (Homo sapiens), P18054. purified 12hLO, xylenol orange hydroperoxide absorbance. 580,000 tested, 1.1% active; note: potency is the fitted concentration of half-maximal effect; % is set by controls: 0 for no effect and ±100 for the full control effect
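Hydroperoxide product was detected by ferrous iron/xylenol orange as the 573 to 405 nm absorbance ratio. Arachidonic acid at 40 uM (final) was turned over for 30 min at room temperature by 150 nM human 12hLO, pH 7.0 Hepes buffer, after 15 min compound preincubation.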
ERG Ets-DNA blk = qHTS for Small Molecule Inhibitors of the ERG Ets/DNA interaction | 370,000 tested, 0.028% active | fluorescence polarization, His-ERG Ets domain / labelled DNA | AID 624246, 2012 | Potency, µM (series often up to 76.9 µM), for the others: at the highest dose FP activity, negative = inhibition, most hits filed as inhibitors; active = well fitted inhibition curve with a large enough effect in the polarisation, with a control signal flat; inconclusive = small, poorly fitted or top-dose-only effect, or effect the other way, or a change in a side signal; inactive = no such curve, though single readings can be large or run the other way; the % refers to the polarisation;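 note: polarization taken with two DNA probes labelled with fluorescein and Texas red; potency is the fitted concentration of half-maximal effect; % of control where 0% means no effect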
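His-tagged ERG Ets domain (1 uM in the protein solution; 300mM KCl, 50mM Tris-HCl, 1mM EDTA, 1mM DTT, pH 7.5) received compound, then a probe mix of 5 nM fluorescein-DNA and 100nM Texas-615-DNA. Fluorescence polarization was read for both dyes.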
POLH inh = qHTS for Inhibitors of Polymerase Eta; Potency, µM (highest dose often 114 µM), without a hit: top-dose activity change, negative = inhibition, actives largely listed as inhibitors; recombinant Pol eta, fluorescent DNA replication assay; 390,000 tested, 1.2% active; note: potency is the fitted concentration of half-maximal effect; % is set by controls: 0 for no effect and ±100 for the full control effect
Target sequence (Q9Y253 whole entry, looked up): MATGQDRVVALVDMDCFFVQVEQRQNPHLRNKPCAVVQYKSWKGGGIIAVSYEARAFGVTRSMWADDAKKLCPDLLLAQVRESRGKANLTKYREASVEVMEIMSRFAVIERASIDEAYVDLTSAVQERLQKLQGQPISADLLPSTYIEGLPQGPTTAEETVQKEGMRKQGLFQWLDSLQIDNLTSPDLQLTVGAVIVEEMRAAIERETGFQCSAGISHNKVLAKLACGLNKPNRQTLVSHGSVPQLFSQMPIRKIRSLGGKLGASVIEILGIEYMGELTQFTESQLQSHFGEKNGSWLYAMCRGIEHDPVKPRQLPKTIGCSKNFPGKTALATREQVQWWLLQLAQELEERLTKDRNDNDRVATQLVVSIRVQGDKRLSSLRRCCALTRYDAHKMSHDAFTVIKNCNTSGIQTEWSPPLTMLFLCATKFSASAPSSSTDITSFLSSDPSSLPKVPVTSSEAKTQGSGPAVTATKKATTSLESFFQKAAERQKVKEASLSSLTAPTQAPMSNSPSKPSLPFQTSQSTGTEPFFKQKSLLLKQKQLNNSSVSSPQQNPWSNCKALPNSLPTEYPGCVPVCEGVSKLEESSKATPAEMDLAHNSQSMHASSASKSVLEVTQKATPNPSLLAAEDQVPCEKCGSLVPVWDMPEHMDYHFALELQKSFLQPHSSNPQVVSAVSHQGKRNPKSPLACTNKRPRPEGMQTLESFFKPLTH
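Pol eta at 10 nM preincubated with compounds 15 min at room temperature; reaction started with fluorescent substrate (50 nM final) and read kinetically at 0 and 10 min.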
APEX1 inh = qHTS Assay for Inhibitors of the Human Apurinic/apyrimidinic Endonuclease 1 (APE1); recombinant APE1, TAMRA/BHQ-2 abasic DNA cleavage fluorescence; Potency, µM (highest dose often 65.8 µM), for the others: at the highest dose activity change, negative = inhibition, actives largely listed as inhibitors; 350,000 tested, 0.35% active; AID 2517, 2012;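 note: potency is the fitted concentration of half-maximal effect; plate controls were vehicle for no effect and reference inhibitor for full effect; nearly all actives have a fitted effect of over 55% in size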
Target sequence (P27695 whole entry, looked up): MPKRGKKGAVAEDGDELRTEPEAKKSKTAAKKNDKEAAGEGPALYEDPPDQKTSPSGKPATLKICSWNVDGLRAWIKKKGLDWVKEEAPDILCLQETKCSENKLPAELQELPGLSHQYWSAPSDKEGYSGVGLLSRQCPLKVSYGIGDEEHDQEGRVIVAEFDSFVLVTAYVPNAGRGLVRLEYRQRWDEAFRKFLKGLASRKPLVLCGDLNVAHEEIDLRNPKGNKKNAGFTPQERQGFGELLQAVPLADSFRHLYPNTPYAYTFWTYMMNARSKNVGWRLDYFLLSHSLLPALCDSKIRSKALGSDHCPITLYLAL
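0.75 nM APE1 + cpd, 15 min RT; start w/ 50 nM TAMRA/BHQ-2 THF-abasic dsDNA; kinetic fluor 525/598 nm ×3 reads @60 s; Δ(read3−read1); normalized to DMSO and NSC13755 control wells.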
RGS4 inhibitor = Inhibitors of Regulator of G Protein Signaling (RGS) 4: qHTS. Regulator of G-protein signaling 4 (Homo sapiens), P49798. Transcreener GDP fluorescence polarization, RGS4-accelerated GTP hydrolysis. Potency, µM (titrated, usually from 114 µM), inactives show at the top dose activity change, negative = inhibition, actives largely listed as inhibitors. 390,000 tested, 0.039% active; note: potency is the fitted concentration of half-maximal effect; % is set by controls: 0 for no effect and ±100 for the full control effect; nearly all actives have a fitted effect of over 75% in size; some results filed as inactive show a strong effect at the top dose
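MLSMR compounds (23 nl, pin-transferred) preincubated 10 min at room temperature with a 500nM (2x) first reagent, then RGS4 at 900nM (2x) plus Transcreener GDP mix added; fluorescence polarization (620/688 nm) read before and after 90 min at 30 °C.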
Pol kappa inh = qHTS for Inhibitors of Polymerase Kappa | Potency, µM (doses to about 107 µM), inactives show at the highest dose activity, negative = inhibition, hits mostly inhibitors | purified Pol kappa, fluorescent DNA synthesis assay, 10 min | 400,000 tested, 0.53% active; note: potency is the fitted concentration of half-maximal effect; % is set by controls: 0 for no effect and ±100 for the full control effect
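Enzyme at 10 nM met test compounds for 15 min at room temperature. Substrate addition (50 nM final) began the reaction, which was monitored by fluorescence at 0 and 10 min.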
LDHA block = qHTS assay for inhibitors of human lactate dehydrogenase. L-lactate dehydrogenase A chain (Homo sapiens), P00338. purified LDHA, NADH/diaphorase-resazurin fluorescence; active compounds read low. activity change, % (values are at about 110 or 230 µM). 480,000 tested, 0.15% active. AID 1347041, 2019; in the data active = activity change below about -30%; inconclusive = mostly about -25% to -30%;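 note: plate controls were DMSO wells for no effect and wells without enzyme for full effect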
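LDH5 2 nM; NADH 0.06 mM, pyruvate 0.2 mM; 200 mM Tris pH 7.4, EDTA, Tween-20; 5 min RT. Detection: diaphorase 0.133 mg/mL + resazurin 37 µM, fluorescence ex540/em590 at 0 and 20 min; normalized to enzyme-free and DMSO wells.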
Pol beta inh = qHTS Assay for Inhibitors of DNA Polymerase Beta. AID 485314, 2010. Pol beta primer extension/strand displacement, fluorescence kinetic. 340,000 tested, 1.3% active. Potency, µM (series often up to 114 µM), inactives show top-dose activity change, negative = inhibition, most hits filed as inhibitors; note: potency is the fitted concentration of half-maximal effect; % is set by controls: 0 for no effect and ±100 for the full control effect
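Human Pol beta at 10 nM; strand-displacement substrate 50 nM final. Compound exposure 15 min at room temperature before start, reaction 10 min at room temperature.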
Anesthetic bind = qHTS Assay for Identification of Novel General Anesthetics | Potency, µM (top dose mostly 77.5 µM), without a hit: top-dose activity change, negative = displacement, most hits filed as inhibitors | Ferritin light chain (Equus caballus), P02791 | 350,000 tested, 0.074% active | apoferritin/1-aminoanthracene competitive binding, fluorescence | AID 485281, 2010; note: potency is the fitted concentration of half-maximal effect; % is set by controls: 0 for no effect and ±100 for the full control effect; nearly all actives have a fitted effect of over 20% in size
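Steps: apoferritin (10 uM) was premixed with half-saturated 1-AMA in PBS, compounds were pin-transferred, plates stood 10 min at room temperature, fluorescence was read at 380/535 nm, and curves were fitted with a Hill equation.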
Active calls of the source: *; & = joins results of further samples; [ ] = remark or other dose. Unless noted, calls come from the whole dose curve; as a rule, active = well fitted curve in the direction sought with a large enough effect; inconclusive = small, poorly fitted or top-dose-only effect, or another doubt; inactive = no such curve, though single readings can be large; an effect the other way counts as inactive or inconclusive. Some of the compounds tested; rates above refer to the full screens.

Screening COc1ccc(CCNC(=O)C(C(=O)c2ccccc2)n2ccccc2=O)cc1OC (centres undefined) returned 12-LOX inh -14%, ERG Ets-DNA blk 3%, POLH inh -11%, APEX1 inh -5%, RGS4 inhibitor -21%, Pol kappa inh -1%, LDHA block -4, Pol beta inh 12%[57.1 µM] and Anesthetic bind -3%.
Screening Cc1nn(CC(=O)Nc2cc(S(=O)(=O)N3CCOCC3)ccc2Cl)c(C)c1[N+](=O)[O-] returned 12-LOX inh 0%, ERG Ets-DNA blk -5%, POLH inh -5%, APEX1 inh 2%, RGS4 inhibitor -3%, Pol kappa inh -3% and LDHA block -12.
`Cn1nnnc1SCCNCc1ccccc1OCc1ccc(F)cc1` gave 12-LOX inh -12%, ERG Ets-DNA blk 2%, POLH inh -10%, APEX1 inh 2%, RGS4 inhibitor 12%, Pol kappa inh 6%, LDHA block -1, Pol beta inh 0% and Anesthetic bind -11%.
`O=C(/C=C/c1cccs1)Nc1scc(-c2ccccc2)c1C(=O)O` gave 12-LOX inh 45µM*, ERG Ets-DNA blk 75%[activator], POLH inh 79µM*, APEX1 inh inconclusive, RGS4 inhibitor -30%, Pol kappa inh -19%, LDHA block -11, Pol beta inh inconclusive and Anesthetic bind -3%.
Screening O=C1OC(C(=O)Nc2cc(C(F)(F)F)ccc2Cl)Cc2ccccc21 (centres undefined) returned 12-LOX inh -19%, ERG Ets-DNA blk -1%, POLH inh -10%, RGS4 inhibitor 10%, Pol kappa inh -12%, LDHA block -13, Pol beta inh 51% and Anesthetic bind -10%.
`CCOc1ccc(NC(=O)C2Cc3ccccc3N2C(=O)c2ccccc2)cc1` (centres undefined) gave 12-LOX inh -16%, ERG Ets-DNA blk 2%, POLH inh 7%, RGS4 inhibitor -14%, Pol kappa inh -8%[60.1 µM], LDHA block -5, Pol beta inh 0% and Anesthetic bind 49%[activator].
`CCOc1ccccc1NC(=O)c1ccccc1-c1ccccc1` gave 12-LOX inh 9%, ERG Ets-DNA blk 9%, POLH inh -8%, APEX1 inh 19%, RGS4 inhibitor -13%, Pol kappa inh -3%, LDHA block -1, Pol beta inh 18% and Anesthetic bind -7%.
COC(=O)[C@@H](NC(=O)NCc1ccco1)C(C)C was read as 12-LOX inh 4%, ERG Ets-DNA blk -3%, POLH inh -2%, APEX1 inh -3%, RGS4 inhibitor -11%, Pol kappa inh -10%, LDHA block 3, Pol beta inh 4% and Anesthetic bind -8%.
For CCC1CCCCN1C(=S)NC1CCCCC1 (centres undefined) the results were 12-LOX inh -25%, ERG Ets-DNA blk 2%, POLH inh -10%, APEX1 inh 0%, RGS4 inhibitor -12%, Pol kappa inh -14%, LDHA block -8, Pol beta inh -3% and Anesthetic bind -19%.
Cc1cccc(SC2CCN(Cc3nc(CC4CC4)no3)CC2)c1 was read as 12-LOX inh inconclusive, ERG Ets-DNA blk 9%, POLH inh -4%, APEX1 inh 1%, RGS4 inhibitor 3%, Pol kappa inh -14%, LDHA block 2, Pol beta inh inconclusive and Anesthetic bind -11%.
`CN1CCN(S(=O)(=O)c2ccc(NC(=O)Nc3cccc(Cl)c3)cc2)CC1` gave 12-LOX inh inconclusive, ERG Ets-DNA blk 2%, POLH inh -8%, APEX1 inh -4%, RGS4 inhibitor 3%, Pol kappa inh -11%, LDHA block -3, Pol beta inh 10% and Anesthetic bind 8%.
Screening Cc1ccc(-c2ccc(C(=O)O)[nH]2)cc1 returned 12-LOX inh 3%, ERG Ets-DNA blk 4%, POLH inh -16%, APEX1 inh 0%, RGS4 inhibitor -5%, Pol kappa inh 2%, LDHA block -2, Pol beta inh -27% and Anesthetic bind 5%.
Screening O=C(NCCc1csc(-c2cccnc2)n1)c1ccc(Br)o1 returned 12-LOX inh 15%, ERG Ets-DNA blk -4%, POLH inh -6%, APEX1 inh -2%, RGS4 inhibitor -41%, Pol kappa inh -15%, LDHA block 3, Pol beta inh inconclusive and Anesthetic bind -12%.
For CCCCOc1ccc(C(=O)NNC(=O)C2C3CCC(C3)C2C(=O)O)cc1 (centres undefined) the results were 12-LOX inh 9%, ERG Ets-DNA blk -16%, POLH inh -14%, APEX1 inh 27%, RGS4 inhibitor 2%, Pol kappa inh -9%, LDHA block -9, Pol beta inh -5% and Anesthetic bind inconclusive.
Screening O=C(CCCSc1nc2ccccc2[nH]1)NCc1ccccc1Cl returned 12-LOX inh -28%, ERG Ets-DNA blk 0%, POLH inh -14%, APEX1 inh -5%, RGS4 inhibitor -2%, Pol kappa inh -4%, LDHA block -5, Pol beta inh -10%[57.1 µM] and Anesthetic bind 8%.
COc1cc(/C=C/C(=O)OCC(=O)NCCN2C(=O)CSC2=O)ccc1OC(F)F was read as 12-LOX inh -5%, ERG Ets-DNA blk 5%, POLH inh -7%, APEX1 inh 9%, RGS4 inhibitor -16%, Pol kappa inh 0%, LDHA block -1, Pol beta inh 23% and Anesthetic bind -9%.
`O=C(OCC(=O)N1CCCC1)c1c[nH]c2ccccc12` gave 12-LOX inh 200%&-10%[activator], ERG Ets-DNA blk 2%, POLH inh -6%, APEX1 inh 8%, RGS4 inhibitor -11%, Pol kappa inh -10% and LDHA block -16&-5.
CC(=O)Nc1c2c(nn1-c1ccc(C)cc1C)CS(=O)C2 (centres undefined) was read as 12-LOX inh -7%, ERG Ets-DNA blk -10%, POLH inh 6%, APEX1 inh 34%[activator], RGS4 inhibitor 4%, Pol kappa inh -10%, LDHA block -6, Pol beta inh 0% and Anesthetic bind -1%.
O=S(=O)(NCCC1CC1(Cl)Cl)c1ccccc1 (centres undefined) was read as 12-LOX inh 11%, ERG Ets-DNA blk 6%, POLH inh 0%, APEX1 inh -1%, RGS4 inhibitor -10%, Pol kappa inh -4%, LDHA block 0, Pol beta inh 8% and Anesthetic bind -5%.
For CCCn1nnc(NC(=O)C(c2ccccc2)c2ccccc2)n1 the results were 12-LOX inh 0%, ERG Ets-DNA blk -3%, POLH inh -15%, APEX1 inh -2%, RGS4 inhibitor 0%, Pol kappa inh -7%, LDHA block -4, Pol beta inh 10% and Anesthetic bind -14%.
`CCOc1ccc(N(CCCCO)C(=S)NC(=O)c2ccc(C)c(Br)c2)cc1` gave 12-LOX inh inconclusive, ERG Ets-DNA blk -3%, POLH inh -20%, APEX1 inh 13%, RGS4 inhibitor -34%, Pol kappa inh -24%, LDHA block -3, Pol beta inh 31% and Anesthetic bind -19%.
`OC(COc1ccccc1)CN1CCN(CC(O)COc2ccccc2)CC1` (centres undefined) gave 12-LOX inh inconclusive, ERG Ets-DNA blk -6%, POLH inh -17%, APEX1 inh 2%, RGS4 inhibitor -10%, Pol kappa inh 0%, LDHA block -2, Pol beta inh 8% and Anesthetic bind 0%.
Screening Cc1cccc(CSc2ccc3nnc(CCNS(=O)(=O)c4ccccc4)n3n2)c1 returned 12-LOX inh -29%, ERG Ets-DNA blk -4%, POLH inh -19%, RGS4 inhibitor 15%, Pol kappa inh -17%, LDHA block -3, Pol beta inh 3% and Anesthetic bind -13%.
CC(C(=O)Nc1cccc(S(=O)(=O)N2CCOCC2)c1)N1CCN(C)CC1 (centres undefined) was read as 12-LOX inh 7%, ERG Ets-DNA blk -6%, POLH inh 1%, APEX1 inh 73%[activator], RGS4 inhibitor -5%, Pol kappa inh 0%, LDHA block -3, Pol beta inh 36% and Anesthetic bind -5%.
`Cc1ccc(S(=O)(=O)N2[C@@H](c3ccc(Br)cc3)C(C(=O)O)=CC[C@H]2c2ccc(C(C)C)cc2)cc1` gave 12-LOX inh 35µM*, ERG Ets-DNA blk 8%, POLH inh -15%, APEX1 inh -12%, RGS4 inhibitor -2%, Pol kappa inh -36% and LDHA block -22.
`N=c1sccn1CC(=O)Nc1cc(Cl)ccc1[N+](=O)[O-]` gave 12-LOX inh -10%, ERG Ets-DNA blk 0%, POLH inh -14%, APEX1 inh 11%, RGS4 inhibitor 4%, Pol kappa inh -15%, LDHA block -4, Pol beta inh 5% and Anesthetic bind -12%.
Screening Cc1ccccc1N=C1N=C(N)c2ccccc21 returned 12-LOX inh -16%, ERG Ets-DNA blk 10%, POLH inh -19%, APEX1 inh -2%, RGS4 inhibitor 3%, Pol kappa inh 3%, LDHA block 0, Pol beta inh 3% and Anesthetic bind -8%.
`Cc1cc(C)cc(NC(=O)CSc2nc(CSc3ccc(Cl)cc3)cc(=O)[nH]2)c1` gave 12-LOX inh -7%, ERG Ets-DNA blk -3%, POLH inh -20%, APEX1 inh 15%, RGS4 inhibitor 13%, Pol kappa inh -1%, LDHA block -12, Pol beta inh 13% and Anesthetic bind 47%.
`Cc1cccc(C)c1NC(=O)Cn1c(=O)n(Cc2ccc(C(=O)NCc3ccco3)cc2)c(=O)c2sccc21` gave 12-LOX inh inconclusive, ERG Ets-DNA blk -13%, RGS4 inhibitor 5%, Pol kappa inh -21%, LDHA block -15, Pol beta inh 45µM* and Anesthetic bind -3%.
